Screening data (PubChem)
GAA glycogen – alters human alpha-glucosidase cleavage of glycogen | 300,000 compounds, 0.38% hits | recombinant GAA, glycogen substrate, Amplex Red glucose oxidase fluorescence | Potency, µM (doses to about 76.4 µM), for inactives: at the highest dose activity change, negative = inhibition, usual class: inhibitors | P10253 | AID 2100; active = well fitted inhibition curve with a large enough effect; inconclusive = small, poorly fitted or top-dose-only effect, or another doubt; inactive = no such curve, though single readings can be large or run the other way;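 note: 0% = full enzyme reaction and -100% = no-enzyme basal signal; the screen sought inhibitors and activators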
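qHTS, 1536-well; enzyme 4 nM final; cpd up to 77 uM; substrate bovine liver glycogen 30 ug; 50 mM citrate/phosphate pH 5.0, 0.01% Tween-20; 37 C, 40 min; Amplex Red detection 45 min RT; Hill fit → AC50.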
An asterisk follows results filed as active; u = inconclusive; [ ] = another dose, or the depositor's remark. Potency is the fitted concentration of half-maximal effect. An excerpt, so the mix of outcomes need not match the whole.

Compound | GAA glycogen
O=C(O)[C@H](Cc1ccccc1)Nc1ccc([N+](=O)[O-])cn1 | 8%
O=C(NCC1CCCO1)c1ccc(N2C(=O)C3CCCCC3C2=O)cc1 (centres undefined) | 6%
Cc1ccc(CN2CCSc3ccc(C(=O)NCCCN4CCN(C)CC4)cc32)cc1 | 1%[76.3 µM]
O=C(NCc1ccncc1)C1CCN(C(=O)c2cccc(Cl)c2)CC1 | 1%
O=C(COc1ccc2c3c(c(=O)oc2c1)CCC3)NC1CCN(Cc2ccccc2)CC1 | -2%[76.3 µM]
Cc1oc(-c2cccc(Cl)c2)nc1CS(=O)(=O)CC(=O)NC1CCCC1 | -1%[76.3 µM]
COc1ccc(NC(=O)CCS(=O)(=O)c2ccc(Cl)cc2)cc1 | 2%
CC(=O)c1ccc(OC(=O)CN2C(=O)c3ccccc3C2=O)cc1 | -13%
O=C(Oc1ccc2ccc(=O)oc2c1)c1ccco1 | 2%[76.3 µM]
COCc1ccc(C(=O)N2CCCC(Nc3ccc4c(c3)OCCO4)C2)o1 (centres undefined) | -2%[76.3 µM]
Cc1cccc(Cc2ncc(C(F)(F)F)cc2Cl)c1 | 0%
O=C(N1CCCC1)N1CCN(S(=O)(=O)c2ccccc2)CC1 | 0%
CC(C)(C)NC(=O)Cn1c(SCC(=O)NC2CC2)nc2ccccc21 | 2%
CN(C)c1cccc(C(=O)OCC(=O)N(C)c2ccccc2)c1 | 6%
COc1ccc(CCNC(=O)c2cc3c(=O)n4ccccc4nc3n(CCN3CCOCC3)c2=N)cc1 | -4%[76.3 µM]
O=C(CN(Cc1ccc(F)cc1)C(=O)CNS(=O)(=O)c1ccc(F)cc1)NCc1ccco1 | 0%[76.3 µM]
CCc1ccc(OCC(=O)O/N=C(\N)c2ccncc2)c(Br)c1 | -4%[76.3 µM]
CCN(CC)C(=O)c1ccc2c(=O)n(Cc3cccc(Br)c3)c(=S)[nH]c2c1 | -5%
COc1ccc(O)c(/C=N/NC(=O)CN2CCS(=O)(=O)CC2)c1 | -4%[76.3 µM]
COc1ccc2nc3cc(Cl)ccc3c(Nc3cc(CN4CCCC4)c(O)c(CN4CCCC4)c3)c2n1 | u
Nc1nonc1-n1nnc(C(=O)N/N=C/c2ccc(Cl)cc2)c1-c1ccc2c(c1)OCO2 | -3%[76.3 µM]
CSc1nc(N2CCN(Cc3ccc4c(c3)OCO4)CC2)c2ccccc2n1 | -1%
COc1cccc(Nc2ccc([N+](=O)[O-])c3nonc23)c1 | -2%[76.3 µM]
COc1cc(OC)cc(C(=O)NCC(=O)NC(C)c2ccccc2)c1 (centres undefined) | 3%
Cc1ccc2c(C(=O)CN3CCCCC3)c(C)[nH]c2c1 | 11%
COc1ccc(/C=C(\C#N)C(=O)N2COCC2(C)C)cc1 | -3%
COc1ccc(CNC(=O)CCC(=O)N2CCN(C(C)=O)CC2)cc1 | -3%
O=C1COc2ccc(S(=O)(=O)N3CCC(C(=O)NCc4ccccc4)CC3)cc2N1 | 1%[76.3 µM]
CCOc1cc(NC(=O)c2ccco2)c(OCC)cc1NC(=O)c1ccco1 | -8%
CC(C)(C)NC(=O)/C(=C\c1ccco1)NC(=O)c1ccco1 | -3%
CCn1c(C)c(Br)c(=O)c(C(=O)OC)c1-c1ccc(Cl)cc1 | 4%
COc1ccc(CNC(=O)CNC(=O)[C@@H]2Cc3ccccc3CN2)cc1 | -2%[76.3 µM]
COc1ccc(/C(C)=N/NC(=O)c2nnn(-c3nonc3N)c2-c2ccccc2)cc1 | -2%
COc1ccc(N2CCN(C(=O)c3ccc4c(c3)NC(=O)C(CSCc3c(F)cccc3Cl)N4)CC2)cc1 (centres undefined) | -14%[76.3 µM]
O=C(c1ccc(-c2nc3ccccc3s2)o1)N1CCN(c2ccccc2O)CC1 | u
CCCN(CC(=O)Nc1ccc(NC(C)=O)cc1)CC(=O)Nc1ccc(F)c(F)c1F | 1%
CC(=O)N1CC(C)Sc2ccc(S(=O)(=O)N3CCCCC3)cc21 (centres undefined) | 0%[76.3 µM]
COc1ccc(C2=NOC(C(=O)Nc3ccc4c(c3)OCO4)C2)cc1 (centres undefined) | -4%
Cc1cccc(NC(=O)CSc2nnc(CNC(=O)c3ccco3)n2C)c1 | 4%
Cc1cc(C)n(CCN(C)C(=O)C2CCC(=O)N(CCc3cccc(F)c3)C2)n1 (centres undefined) | -14%[76.3 µM]
O=C(CN(C(=O)c1csnn1)c1ccccc1F)NC1CCCCC1 | 7%[76.3 µM]
Cc1[nH]c2ccccc2c1C(=O)C(=O)Nc1ccc2c(c1)OCCO2 | -10%[76.3 µM]
CSc1cccc(NC(=O)C2CCN(S(=O)(=O)c3cnc[nH]3)CC2)c1 | -11%[76.3 µM]
COC(=O)c1ccncc1C(=O)Nc1ccc(Oc2ncc(C(F)(F)F)cc2Cl)cc1 | 5%
O=C(CSc1n[nH]c(=O)n1Cc1ccco1)c1ccc2c(c1)OCCO2 | -1%
CCOc1ccccc1C(=O)NCC(=O)N(C)Cc1cccnc1 | -9%
CCC(=O)Nc1c(-c2ccc3ccccc3c2)nc2ccccn12 | -1%
Cc1ccc(-c2nnn(CC(=O)N(CC(=O)NC3CCCC3)c3ccccc3F)n2)o1 | -3%[76.3 µM]
Cc1nc2sccn2c(=O)c1S(=O)(=O)N1CCN(c2cccc(C(F)(F)F)c2)CC1 | 0%[76.3 µM]
O=C(C1CCC(=O)N(C2CCCC2)C1)N1CCN(Cc2cccc(Cl)c2)CC1 (centres undefined) | 2%[76.3 µM]

An excerpt of these results, field by field.
structure: COc1ccc(/C(C)=N/NC(=O)c2nnn(-c3nonc3N)c2-c2ccccc2)cc1
  GAA glycogen: -2%
structure: COC(=O)c1ccncc1C(=O)Nc1ccc(Oc2ncc(C(F)(F)F)cc2Cl)cc1
  GAA glycogen: 5%

Continuation.
Compound | GAA glycogen
COc1ccccc1N(C(=O)CNC(=O)c1ccco1)C(C(=O)NC1CCCCC1)c1ccncc1 (centres undefined) | -4%
O=S(=O)(/N=C(/Nc1cccc2ccccc12)c1ccccc1)c1ccc(Br)cc1 | -4%[76.3 µM]
CCOCCCn1c(SCc2ccccc2)nnc1-c1ccncc1 | 10%
Cc1cccc(N(CC(=O)NCc2ccccc2)C(=O)CCC(=O)Nc2nccs2)c1 | 3%
Cc1cc(NS(=O)(=O)c2c(C)c(C)cc(C)c2C)no1 | 3%[76.3 µM]
O=C(NC(O)C(=O)c1ccccc1)c1ccc(F)cc1 (centres undefined) | 12%
O=C(CC1C(=O)NCCN1C(=O)c1ccc([N+](=O)[O-])cc1)Nc1cccc(Cl)c1 (centres undefined) | -12%[76.3 µM]
CCC(=O)Nc1nnc(S(=O)(=O)N(CC(C)C)c2ccccc2)s1 | 3%
O=C(c1ccco1)N1CCN(C(=O)C23CC4CC(CC(C4)C2)C3)CC1 | 2%[76.3 µM]
CC(=O)Nc1sc(NC(=O)c2ccco2)nc1-c1cccs1 | u
COc1ccccc1NC(=O)CSc1nccn1Cc1ccc(F)cc1 | 1%[76.3 µM]
O=C(C1CC1)N1CCc2cc(S(=O)(=O)NCc3ccccc3)ccc21 | -1%[76.3 µM]
O=C(O)c1nn(Cc2ncc(-c3cccc(Cl)c3)o2)c(=O)c2ccccc12 | 9%
COc1ccccc1N(C(=O)c1csnn1)C(C(=O)NC1CCCC1)c1ccccc1 (centres undefined) | 0%[76.3 µM]
O=C(C1CCC(=O)N(C2CC2)C1)N1CCN(c2ccccc2Cl)CC1 (centres undefined) | 2%[76.3 µM]
Cc1c(Cl)cccc1-n1c(SCC(=O)N2CCC(C(=O)O)CC2)nc2ccccc2c1=O | 4%
CCOC(=O)N1CCC(NC(=O)c2ccc3c(c2)N=C(C)c2ccccc2S3)CC1 | -1%[76.3 µM]
Cc1ccccc1N(C)C(=O)C1CCCN(c2ncnc3c2nc2n3CCCCC2)C1 (centres undefined) | -12%[76.3 µM]
COc1ccc(CNC(=O)[C@@H]2CCCN2C(=O)[C@@H]2Cc3ccccc3CN2C(=O)OC(C)(C)C)cc1 | -5%[76.3 µM]
CC1(C)Cc2c(cnn2-c2ccc(F)cc2)C(NC(=O)CCN2CCCCO2)C1 (centres undefined) | -2%[76.3 µM]
CCc1nc2nc(C)c(NS(=O)(=O)c3ccc(F)cc3)c(=O)n2[nH]1 | 4%
CCN(CC)S(=O)(=O)c1cccc(N=Nc2sc(N)nc2C)c1 | 4%
Cc1ccc(-c2nc3ncccc3o2)cc1NC(=O)c1ccc([N+](=O)[O-])o1 | 2%
O=C(NC1CCCC1)c1cc(-c2ccccc2Cl)on1 | -10%[76.3 µM]
Cc1ccn(CCC(=O)N2CCc3ccccc32)n1 | 4%[76.3 µM]
CC(C(N)=O)N1C(=O)NC2(CCCc3ccccc32)C1=O (centres undefined) | 2%
CCN(CC(=O)Nc1c(F)cccc1F)C(=O)c1n[nH]c2ccccc12 | -2%[76.3 µM]
CCOC(=O)N1CCC(NC(=O)CS(=O)Cc2nc(-c3ccccc3C)oc2C)CC1 (centres undefined) | -4%[76.3 µM]
Cc1ccc(/C=N/NC(=O)c2ccc(-c3ccccc3)cc2)o1 | 8%
O=C1CCCN1S(=O)(=O)c1ccc(F)cc1 | -8%[76.3 µM]
COc1ccccc1CCC(=O)Nc1ncc(C)s1 | 8%
S=C(NCc1ccc2c(c1)OCO2)NC1CCN(Cc2ccccc2)CC1 | 3%
Cn1ccsc1=NC(=O)c1ccc(=O)[nH]c1 | -2%[76.3 µM]
CCOC(=O)c1ccc(NC(=O)CSc2nc(N)c(NC(=O)c3ccc(Br)o3)c(=O)[nH]2)cc1 | 1%[76.3 µM]
O=[N+]([O-])c1ccccc1S(=O)(=O)c1ccccc1 | 10%
Cc1cc(NC(=O)c2c(Br)cnn2C)no1 | -2%[76.3 µM]
COc1ccc(C(CNC(=O)c2ccc(C)c(S(=O)(=O)Nc3ccccc3OC)c2)N2CCCC2)cc1 (centres undefined) | 4%[76.3 µM]
CCCCc1cc(C(=O)Cc2ccccn2)c(O)cc1O | 2%
CS(=O)(=O)Cc1ccc(C(=O)NC(c2ccccc2)c2ccccc2)cc1 | 3%
CCN(CC)S(=O)(=O)c1ccc2[nH]cc(C(=O)NC3CC3)c(=O)c2c1 | -4%
N#Cc1ccc(NC(=O)CSc2cn[nH]n2)cc1 | -3%[76.3 µM]
O=S(=O)(NCCc1cn2ccccc2n1)c1ccc(-c2ccccc2)cc1 | -4%[76.3 µM]
Cc1cccc(NC(=O)c2ccc(COc3ccccc3[N+](=O)[O-])o2)n1 | -5%
O=C(CCNS(=O)(=O)c1ccccc1)N1CCC(Cc2ccccc2)CC1 | -5%[76.3 µM]
CCn1cc(CN2CCC(n3nccc3NC(=O)c3ccccc3C)CC2)cn1 | -4%[76.3 µM]
CC1CN(C(C)C(=O)NC(c2ccccc2)c2ccccc2)CC(C)O1 (centres undefined) | 13%[76.3 µM]
COc1cc2c(cc1OC)/C(=C/C(=O)c1ccc(NC(C)=O)cc1)NCC2 | -18%
CCc1ccc(Nc2ccc(C(=O)O)cc2[N+](=O)[O-])cc1 | 0%
COc1cccc(NS(=O)(=O)c2csc(C(N)=O)c2)c1 | 2%
CC(=O)c1ccc(N2CCN(C(=O)C(=O)c3cn(CC(=O)N4CCCCCC4)c4ccccc34)CC2)cc1 | 9%[76.3 µM]

Entries listed so far with a thiophene ring, fused or not (2):
Compound | GAA glycogen
CC(=O)Nc1sc(NC(=O)c2ccco2)nc1-c1cccs1 | u
COc1cccc(NS(=O)(=O)c2csc(C(N)=O)c2)c1 | 2%

Following part:
Compound | GAA glycogen
O=C(NNC(=O)c1ccc(Cn2cccn2)o1)NC12CC3CC(CC(C3)C1)C2 | -10%[76.3 µM]
CCOc1ccc(NC(=O)CN(C)C(=O)c2ccc(N3CCOCC3)c([N+](=O)[O-])c2)cc1OCC | -5%[76.3 µM]
COc1cc(NC(=O)CN(c2ccc(C)cc2)S(=O)(=O)c2c(C)noc2C)cc(OC)c1 | -12%[76.3 µM]
Cc1ccoc1C(=O)N1CCCC(CO)(Cc2ccc(F)cc2)C1 (centres undefined) | -4%[76.3 µM]
COCCn1c(C)nnc1SCC(=O)NNC(=O)c1ccc(Cl)cc1 | 2%[76.3 µM]
Cc1ccc(OCC(=O)NCCCNC(=O)c2ccc(C)nc2)cc1 | 7%
Cc1csc(C(C)N(C)C(=O)c2ccc(OC3CCN(Cc4ccccn4)CC3)cc2)n1 (centres undefined) | 2%[76.3 µM]
COc1ccc(/C=N/NC(=O)c2cc(-c3ccccc3)nc3ccccc23)cc1O | -3%
COc1cc(/C=N/N2CCCCC2)cc(OC)c1O | u
Cc1n[nH]c(C)c1CCN(C)C(=O)C1CCC(=O)N(CC2CCCCC2)C1 (centres undefined) | 2%[76.3 µM]
N#Cc1cccc(NC(=O)Cn2cnc(S(=O)(=O)N3CCCCC3)c2)c1 | u
Cc1cc(C)n(C(=O)N(c2ccccc2)c2ccccc2)n1 | 2%
Cn1c(=O)c2sccc2n2c(CCCC(=O)N3CCCCC3)nnc12 | 2%[76.3 µM]
Cc1ccnc(NS(=O)(=O)c2ccc(NC(=O)CCOc3ccccc3)cc2)n1 | -6%[76.3 µM]
COCCCn1c(C)nnc1SCC(=O)NNC(=O)COc1ccc(Cl)cc1 | 4%
